Bioassay records from PubChem.
Peg3 imprint: genomic imprint erasure induction; mouse ES Peg3-LacZ reporter, beta-gal luminescence, 40 h; Potency, µM (titrated, usually from 60.7 µM), without a hit: at the top dose activity change, positive = activation, most hits filed as activators; hit rate 0.02% among 110,000; AID 1948;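 also: 0% = negative control wells on the plate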
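Gelatin-coated wells received 300 freshly trypsinized female ES cells with a Peg3LacZ-Neo reporter on the maternal allele, then incubated 40 hours at 37C. BetaGlo was added for 5 minutes at room temperature before a single luminescence read.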
p53ts 32C kill: p53ts cell cytotoxicity, permissive temperature | Potency, µM (series often up to 46.1 µM), for the others: at the highest dose activity change, negative = cytotoxicity, usual class: cytotoxic | H1299-p53A138V at 32C, ATP luminescence viability, 24 h | hit rate 0.93% among 130,000;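 also: 0% = DMSO and -100% = full killing by reference compound; nearly all actives have a fitted effect of over 55% in size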
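ATP-content luminescence (ATPlite) read-out after 24 h compound exposure at 32C in H1299-p53A138V cells (600/well). Tested up to 46 uM. Normalized to DMSO (0%) and 100 uM tamoxifen (100% killing); Hill-fit AC50.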
IkB signaling: IkB pathway inhibition in ABC-DLBCL cells. ABC-DLBCL IkBa-CBG/CBR dual luciferase ratio, 4 h; response scale: scaled: untreated 0%, proteasome inhibitor 100%. Potency, µM (doses to about 57.1 µM), inactives show top-dose IkBa stabilization activation. hit rate 0.04% among 110,000. AID 445; active = well fitted curve in the direction sought with a large enough effect in the signal ratio, not every such curve was filed as active; inconclusive = small, poorly fitted or top-dose-only effect, or a change in a side signal; the % refers to the signal ratio;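 also: the direction sought is a rising ratio; 0% = basal untreated cells and 100% = reference inhibitor full response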
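Curves were fitted separately to fusion (green), unfused (red) and ratio luminescence, then classed by r2, magnitude and activity. Cells: OCI-Ly3, 4 h compound plus doxycycline at 37C; 10 uM MG-132 defined full response.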
p53ts 39C tox: p53ts cell cytotoxicity, nonpermissive temperature; hit rate 1.5% among 130,000; Potency, µM (doses to about 46.1 µM), for the others: at the top dose activity change, negative = cell killing, hits mostly cytotoxic; H1299-p53A138V viability at 39C, ATP luminescence, 24 h; also: nearly all actives have a fitted effect of over 55% in size
Starred values were filed as active, the others as inactive; ? = inconclusive; . = no result given; [ ] = dose if it differs, or a comment. Unless noted, calls follow the shape of the dose curve; as a rule, active = well fitted curve in the direction sought with a large enough effect; inconclusive = small, poorly fitted or top-dose-only effect, or another doubt; inactive = no such curve, though single readings can be large; an effect the other way counts as inactive or inconclusive. Unless noted, % is scaled to controls: 0 for no effect and ±100 for the full control effect; potency is read from the fitted curve at half-maximal effect.

Second line of a record – Peg3 imprint, p53ts 32C kill, IkB signaling, p53ts 39C tox
CCOc1ccc(NC(=O)CCn2nc(C)c(S(=O)(=O)N3CCCCC3)c2C)cc1
    3%[10.9 µM], -1%, 0.2%, -7%
Cc1c(C2N3CC4(C)CN2CC(C)(C3)C4=O)c2ccccc2n1C (stereo unspecified)
    1%, 7%, 3.0%, 8%
Cc1c(C(=O)OCC(C)C)[nH]c2c1C(=O)CC(c1ccco1)C2 (stereo unspecified)
    -30%, 10%, ?, -4%
Cc1ccc(-n2nc3c(=O)n(C(C)C(=O)NCc4ccccc4C)nc(C)c3c2C)cc1 (stereo unspecified)
    -4%[10.9 µM], -3%, ?, -2%
O=C(CSCc1ccc(Cl)cc1)Nc1ccc2c(c1)OCO2
    ., -6%, ., -2%
CN(C)S(=O)(=O)c1ccc2c(c1)N(CC(=O)Nc1ccc(F)cc1)C(=O)CS2
    6%[10.9 µM], 3%, ?, 2%
CCOc1ccc(OCC)c(NC(=O)Cn2cccc2)c1
    3%, 2%, -0.8%, -3%
Cc1nnc(NC(=O)C(C)Sc2nncn2C)s1 (stereo unspecified)
    -20%, -8%, -1.6%, 14%
CCN(CC)CCOC(=O)C1(c2ccccc2)CCOCC1
    -14%, -8%, 0.6%, -2%
CCCN(CCO)Cc1cccc(Br)c1
    -1%, 2%, 1.5%, -4%
CCOC(=O)c1ccc(-n2c(N)c(C(=O)OC)c3nc4ccccc4nc32)cc1
    -17%[10.9 µM], -6%, -1.3%, -15%
Cn1c(SCc2nc(-c3ccc(Cl)cc3)no2)nnc1-c1ccco1
    -11%, -12%, 6.3%, -13%
COCCNC(=O)c1cnn2c(C(F)(F)F)cc(-c3ccc4c(c3)OCO4)nc12
    8%, -14%, 0.3%, 11%
Cc1cc(C(=O)CSc2nnc(-c3ccco3)o2)c(C)n1Cc1ccco1
    4%, 8%, ?, -15%
CC(NC(=O)C1CCN(S(=O)(=O)c2ccc3c(c2)oc(=O)n3C)CC1)c1ccccc1 (stereo unspecified)
    -10%[10.9 µM], 1%, ?, 15%
Cc1occc1C(=O)Nc1nccs1
    -75%[inhibitor], 4%, -0.8%, 1%
Cc1ccc(C(=O)N/C(=C\c2cn(S(=O)(=O)N(C)C)c3ccccc23)C(=O)NCCCn2ccnc2)cc1
    1%[10.9 µM], 0%, ?, -4%
O=C(Nc1nnc(-c2ccncc2)s1)C1CCCO1 (stereo unspecified)
    -13%, 6%, 6.2%, 14%
COc1ccc(OC)c(NC(=O)Cn2c(CCC(=O)O)ccc2-c2ccccc2)c1
    14%[10.9 µM], 0%, -0.1%, 10%
CCc1nc(C)ccc1OCC(=O)NCCCN(C)C
    -9%, 7%, -0.1%, 2%
Cc1cnn(C(=S)NCc2ccco2)c1
    3%, -4%, 7.3%, 4%
C1CCC2(CC1)OCC1(CO2)COC2(CCCCC2)OC1
    -7%, 0%, -2.9%, 13%
CCOC(=O)C1CCCN(c2cc(C)nc3cc(-c4ccc(Cl)cc4)nn23)C1 (stereo unspecified)
    ., -2%, ., 5%
COc1ccccc1NC(=O)c1sc2nc(N3CCOCC3)c3c(c2c1N)CC(C)(C)OC3
    3%[10.9 µM], 0%, -1.8%, 5%
Cc1cc(C)c2c(=O)cc(CSCC(=O)Nc3nnc(C)s3)[nH]c2c1
    6%[10.9 µM], ?, 0.9%, -3%
CCn1cc(/C=C(\NC(=O)c2ccc(OC)c(OC)c2)C(=O)NCCCn2ccnc2)c2ccccc21
    -5%[10.9 µM], 1%, 1.5%, 11%
CCOC(=O)CSc1nnc(Cc2cc(=O)[nH]c(=O)[nH]2)n1-c1ccc(Cl)cc1
    2%, 0%, -0.6%, 16%
Cc1cc(OCC(=O)Nc2ccc(C(=O)OC3CCCCC3)cc2)ccc1Cl
    -7%[10.9 µM], -1%, -1.1%, 11%
COCCn1c(=O)c(-c2ccc(F)cc2)nc2cnc(Nc3cccc(OC)c3)nc21
    ?, -4%, -2.7%[11.4 µM], 2%
CN(C)C=Nc1ncc2c3ccccc3n(CCN(C)C)c2c1C#N
    -29%, -1%, -7.9%, 7%

An excerpt taken from the entries so far:
Second line of a record – Peg3 imprint, p53ts 32C kill, IkB signaling, p53ts 39C tox
Cn1c(SCc2nc(-c3ccc(Cl)cc3)no2)nnc1-c1ccco1
    -11%, -12%, 6.3%, -13%
COCCNC(=O)c1cnn2c(C(F)(F)F)cc(-c3ccc4c(c3)OCO4)nc12
    8%, -14%, 0.3%, 11%
Cc1cc(C(=O)CSc2nnc(-c3ccco3)o2)c(C)n1Cc1ccco1
    4%, 8%, ?, -15%
CC(NC(=O)C1CCN(S(=O)(=O)c2ccc3c(c2)oc(=O)n3C)CC1)c1ccccc1 (stereo unspecified)
    -10%[10.9 µM], 1%, ?, 15%
Cc1occc1C(=O)Nc1nccs1
    -75%[inhibitor], 4%, -0.8%, 1%
Cc1ccc(C(=O)N/C(=C\c2cn(S(=O)(=O)N(C)C)c3ccccc23)C(=O)NCCCn2ccnc2)cc1
    1%[10.9 µM], 0%, ?, -4%
O=C(Nc1nnc(-c2ccncc2)s1)C1CCCO1 (stereo unspecified)
    -13%, 6%, 6.2%, 14%
COc1ccc(OC)c(NC(=O)Cn2c(CCC(=O)O)ccc2-c2ccccc2)c1
    14%[10.9 µM], 0%, -0.1%, 10%
CCc1nc(C)ccc1OCC(=O)NCCCN(C)C
    -9%, 7%, -0.1%, 2%
Cc1cnn(C(=S)NCc2ccco2)c1
    3%, -4%, 7.3%, 4%

Next section.
Second line of a record – Peg3 imprint, p53ts 32C kill, IkB signaling, p53ts 39C tox
CCn1c(CN2CCC(C)CC2)nc2cc(NC(=O)c3ccccc3[N+](=O)[O-])ccc21
    -9%[10.9 µM], 3%, ?, 22%
Cc1ccc(-n2nnc3c(SCC(=O)NCC4CCCO4)ncnc32)cc1 (stereo unspecified)
    ., -28%, ., -3%
CCOc1ccc(C(=O)Nc2ccc(-c3nc4cc(C(C)C)ccc4o3)cc2)cc1Cl
    -6%[10.9 µM], -7%, ?, -21%
O=C(Nc1ccccc1)c1cccc(N2CCCS2(=O)=O)c1
    -13%[10.9 µM], -7%, ?, -22%
O=C(Nc1ccc2snnc2c1)N1CCOCC1
    -20%, 7%, -1.9%, -4%
CS(=O)(=O)NCc1csc(-c2ccccc2)n1
    -16%, 9%, -2.5%, -1%
O=C(CCS(=O)(=O)c1ccccc1)N(Cc1cccnc1)c1nc2c(F)cccc2s1
    -6%[10.9 µM], 6%, ?, 32µM*
CCOC(=O)c1nc(Nc2ccc(C(=O)OC(C)C)cc2)c2ccccc2n1
    -13%[10.9 µM], -6%, ?, -27%
Cc1cc(/C=C(\C#N)C(=O)Nc2ccccc2)c(C)n1-c1cccnc1
    ., -22%, ., -27%
CCC(Oc1ccccc1)C(=O)Nc1ccc(-c2nnc(-c3ccco3)o2)cc1 (stereo unspecified)
    -25%, -8%, -3.6%, 14%
CC(C)(CO)N1CCN(C(=S)Nc2ccccc2)CC1
    -7%[10.9 µM], 3%[9.22 µM], 1.9%[11.4 µM], 7%[9.22 µM]
CCOC(=O)COn1c(=O)c(=O)n(OC)c2ccccc21
    2%, 2%, 1.8%, 9%
CCOc1ccc(OCC)c(NC(=O)CSc2nnc(Cn3cnc4ccccc43)n2C)c1
    -9%, -3%, 0.4%, -2%
O=C(C1CCC(Cn2c(=S)[nH]c3ccccc3c2=O)CC1)N1CCOCC1 (stereo unspecified)
    -1%, 7%, -0.7%, 18%
N#Cc1nc(COc2ccc(Cl)cc2)oc1N1CCCCCC1
    -9%, -5%, 1.0%, -8%
c1ccc(-c2nnc(CN3CCN(c4ccccc4)CC3)o2)cc1
    -10%[10.9 µM], 0%, -1.1%, -9%
CNc1ncnc2c1ncn2[C@@H]1O[C@H](CO)[C@@H](O)[C@@H]1O
    6%[16.8 µM], 9%[20.6 µM], 7.8%[25.6 µM], 11%[20.6 µM]
O=C(CCN1C(=O)c2ccccc2C1=O)N1CCOCC1
    ., -1%, ., 0%
COc1cc(OC)cc(C(=O)NCCc2csc3nc(-c4ccccc4F)nn23)c1
    9%[10.9 µM], 4%, ?, -7%
Cc1cc(C(=O)N2CCN(C(c3ccccc3)c3ccccc3)CC2)on1
    -39%[inhibitor], 7%, 3.3%, 11%
c1ccc(-c2ncnc3cc4n(c23)CCC4)cc1
    ., -4%, ., -5%
COC(=O)Cn1ncc2c3ccccc3n(C)c2c1=O
    ., -11%, ., -17%
CC(=O)N1CCc2c(sc3c2c(=O)n(-c2ccccc2)c(=O)n3Cc2cccc(C(F)(F)F)c2)C1
    -7%[10.9 µM], -29%, ?, -28%
Cc1cc(C)nc(-n2nc(C)cc2NC(=O)c2cccc(S(=O)(=O)N(C)C)c2)n1
    19%, 6%, 0.7%, 21%
FC(F)(F)c1cc(CN2CCCC3(CCNCC3)C2)cc(C(F)(F)F)c1
    ., -11%, -2.5%[11.4 µM], ?
CCOC(=O)c1sc(NC(C)=O)c(C(=O)OCC)c1C
    5%, 7%, -2.4%, 5%
CCOC(=O)c1cnn2c(C)cc(-c3ccccc3)nc12
    -2%, -14%, 5.5%, -21%
CCc1ccc(CNC(=O)CSCc2cnn(-c3ccccc3)c2-n2cccc2)cc1
    11%[10.9 µM], 7%, ?, -15%
O=C1c2ccccc2S(=O)(=O)N1Cc1nc2ccccc2s1
    -75%[inhibitor], ?, 8.8%, ?
Cc1nn(C)c2c1c(C(F)(F)F)cc(=O)n2C(C)C(=O)NCCc1ccc(Cl)cc1 (stereo unspecified)
    -8%[10.9 µM], 2%, ?, -15%

(cont.)
Second line of a record – Peg3 imprint, p53ts 32C kill, IkB signaling, p53ts 39C tox
COC(=O)c1nc2n(n1)C(c1cccc(Cl)c1)C(C(=O)Nc1ccccc1OC)=C(C)N2 (stereo unspecified)
    3%[10.9 µM], 7%, 1.3%, 1%
COc1ccccc1-c1cc(C(=O)N2CCN(c3ccc(F)cc3)CC2)no1
    -12%, -15%, ?, -30%
COc1ccc(CCn2c(C)cc3c(c2=O)C(c2ccncc2)C(C#N)=C(N)O3)cc1OC (stereo unspecified)
    -9%, 5%, -2.2%, 2%
COC(=O)c1ccccc1NC(=O)CSc1nc2nc(C)cc(C)n2n1
    -4%[10.9 µM], -1%, -2.0%, -20%
CCc1ccc(NC(=O)[C@H](Cc2ccccc2)N2Cc3ccccc3C2=O)cc1
    -8%[10.9 µM], 6%, -1.7%, -22%
CCOC(=O)N1CCC(NC(=O)c2cc(S(=O)(=O)N3CCc4ccccc43)cn2C)CC1
    -10%, 7%, 2.3%, 1%
O=C(NC1CCCCC1)C1CCCN(S(=O)(=O)c2cccs2)C1 (stereo unspecified)
    -14%, -11%, -2.0%, -12%
COc1ccccc1Nc1nc(N)nc(CN2CCC(Cc3ccccc3)CC2)n1
    -28%, -10%, ?, -21%
Cn1c(=O)c2c(nc(CN3CCN(c4ccccc4)CC3)n2Cc2ccccc2Cl)n(C)c1=O
    -4%, 5%, 1.5%, 3%
COc1ccc(N2CCN(C(=O)Nc3ccc(Cl)cc3)CC2)cc1
    -8%[10.9 µM], -11%, 2.6%, -3%
Cc1ccc(-n2nc3c(c2NC(=O)c2ccc4c(c2)OCO4)CSC3)cc1
    -8%, -2%, 6.4%, 1%
COc1ccc(-c2nc3cnc(N4CCN(C)CC4)nc3n(Cc3ccc(F)cc3)c2=O)cc1
    -4%, -9%, -1.4%[11.4 µM], -5%
O=C(NC12CC3CC(CC(C3)C1)C2)N1CCC(n2nnc3ccccc32)CC1
    1%, -2%, 0.9%, 0%
O=C(NCCCN1CCN(c2ccccc2F)CC1)c1cc2c(s1)-c1ccccc1OC2
    -11%[10.9 µM], ?, ?, 13µM*
CCC(Sc1nnc(-c2ccc(OC)c(OC)c2)c(-c2ccc(OC)c(OC)c2)n1)C(=O)NC1CCCC1 (stereo unspecified)
    ?, -7%, 0.1%, ?
